Screens as filed in PubChem BioAssay.
MgcRacGAP inhibition = MgcRacGAP GTPase-activating activity inhibitors, confirmation, biochemical, ADP Hunter fluorescence; MgcRacGAP-stimulated Rac1 GTP hydrolysis, ADP Hunter fluorescence; higher % means a stronger effect; GST-tagged Rac1 F28L mutant substrate; 0.6% of 340,000 active; inhibition, % at 30 µM, or IC50 in µM where a hit was titrated;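 active = first-screen hits whose inhibition reached a set limit at any dose in the follow-up dose series; inconclusive = inhibition above the set first-screen limit but never retested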;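 note: fluorescence reports GDP produced by GAP-driven GTP hydrolysis; strong numbers were not always called active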
RSV CPE inhibition = RSV antiviral activity via CPE protection, HEp-2 cells, primary 10 µM value included (AID 2391); HEp-2 cells, RSV-induced CPE inhibition; higher % means a stronger effect; CPE inhibition, % at 10 µM; hits with a dose series show IC50 in µM; 0.13% of 310,000 active; in the data active = a potency from the dose series; inconclusive = CPE inhibition mostly from about 23% at the one dose, without a potency; inactive = the rest, 99 in 100 with CPE inhibition below about 21%; note: strong numbers were not always called active
LYP inhibition = inhibitors of LYP phosphatase, biochemical, fluorescence intensity, uHTS (AID 1779) | Tyrosine-protein phosphatase non-receptor type 22 (Homo sapiens) | recombinant LYP phosphatase, fluorescence intensity; higher % means a stronger effect | one-dose inhibition, % at 11.5 µM; IC50 in µM for titrated hits | 0.054% of 290,000 active; in the data active = inhibition above about 50%;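 note: plate controls were vehicle with enzyme for no effect and no enzyme for full effect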
Large T inhibition = SV40 large T antigen inhibitors, biochemical (AID 1903); SV40 large T antigen ATPase/helicase inhibition assay; higher % means a stronger effect; inhibition, % at 20 µM; hits with a dose series show IC50 in µM; 0.39% of 310,000 active; in the data active = a potency from the dose series; inconclusive = inhibition mostly from about 32% at the one dose, without a potency; inactive = the rest, 99 in 100 with inhibition below about 32%; note: strong numbers were not always called active
XIAP antagonists = XIAP antagonists, biochemical, IAP family, fluorescence polarization (AID 1018) | E3 ubiquitin-protein ligase XIAP (Homo sapiens) | 0.007% of 200,000 active | XIAP BIR domain, fluorescence polarization peptide displacement; higher % means a stronger effect | one-dose displacement, % at 20 µM; IC50 in µM for titrated hits; in the data active = displacement above about 50%; note: a part of the inactive calls stands beside numbers as strong as those of hits
NS5 inhibitors = Dengue-2 NS5 methyltransferase inhibitors, primary screen, biochemical, confirmation dose response (AID 588689) | Genome polyprotein (Dengue virus type 2 (strain 16681-PDK53)) | Dengue-2 NS5 methyltransferase capping enzyme assay, biochemical; higher % means a stronger effect | one-dose inhibition, % at 25 µM; IC50 in µM for titrated hits | 0.3% of 340,000 active; in the data active = a potency from the dose series; inconclusive = inhibition above about 29% without an active follow-up result
AID2073 = inhibitors of Mint1-CaV2.2 protein interaction, biochemical, HTRF (AID 2073) | Voltage-dependent N-type calcium channel subunit alpha-1B (Homo sapiens) | inhibition, % at 20 µM, or IC50 in µM where a hit was titrated | 0.19% of 290,000 active | HTRF protein-protein interaction, Mint1-CaV2.2; higher % means a stronger effect; in the data active = inhibition mostly above about 51%, no sharp cut-off; inconclusive = no clear call, values can overlap the other calls; inactive = mostly below about 53%; note: some results filed as inactive read as strong as hits
HIV fusion peptide = inhibitors of HIV fusion peptide binding, primary screen, biochemical, uHTS, fluorescence dequenching (AID 1986); cell-free peptide binding, fluorescence dequenching, 30 min; higher % means a stronger effect; inhibition, % at 20 µM, or IC50 in µM where a hit was titrated; 0.3% of 290,000 active; in the data active = inhibition mostly above about 52%, no sharp cut-off; inactive = mostly below about 76%; note: some results filed as inactive read as strong as hits
SIAH1 antagonists = Siah-1 peptide-binding antagonists, primary screen, biochemical, fluorescence polarization, rhodamine-plectin, uHTS (AID 1817); E3 ubiquitin-protein ligase SIAH1 (Homo sapiens); Siah-1 / rhodamine-plectin peptide fluorescence polarization; higher % means a stronger effect; displacement, % at 20 µM; hits with a dose series show IC50 in µM; 0.02% of 290,000 active;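 active = displacement of at least 50% at 20 µM, with a fluorescence ratio check between 0.3 and a set limit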;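 note: plate controls were Siah plus tracer with DMSO for no effect and tracer alone without Siah for full effect; strong numbers were not always called active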
NS5 inhibitors pilot replicate = second read-out of NS5 inhibitors, no call of its own (marks repeat the call); inhibition, %; measured here: pilot screen replicate inhibition
Numbers without * were called inactive; ? = inconclusive; · = no result given.

SMILES | MgcRacGAP inhibition | RSV CPE inhibition | LYP inhibition | Large T inhibition | XIAP antagonists | NS5 inhibitors | AID2073 | HIV fusion peptide | SIAH1 antagonists | others
COc1cccc(-c2nnc(SCC(=O)OC(C)C)n2N)c1 | 4% | 1.1% | -3% | 17% | -3.0% | -3% | 6% | 48% | 4%
NNc1nc(-c2ccccc2)cc(-c2ccccc2)n1 | -4% | -1.4% | 9% | 3% | -5.6% | -7% | 13% | -0.4% | 4%
O=C1/C(=C2/NCCN2C2CC(=O)N(c3ccccc3)C2=O)CC/C1=C\c1ccccc1 (stereo not drawn) | -26% | 2.3% | 4% | 11% | -15% | 8% | -4% | -1.0% | 0%
N/C(CC(=O)Nc1cccc(C(F)(F)F)c1)=N/O | 3% | 0.8% | -6% | 27% | -1.4% | -2% | 0% | 0.4% | -1%
CC(C)C1Oc2ccccc2N(CC(=O)N(Cc2ccccn2)CC2CCCO2)C1=O (stereo not drawn) | 10% | -1.0% | -4% | 6% | -0.6% | -8% | -3% | 0.5% | 2%
Cc1ccc(OC(=O)c2cccc(S(=O)(=O)N3CCCC3)c2)c(-n2nc3ccccc3n2)c1 | 11% | -0.1% | -3% | 8% | -5.9% | -1% | 14% | 0.0% | 4%
O=C1C2CCCN2C(c2ccccc2)N1c1ccc(Cl)cc1 (stereo not drawn) | 15% | 5.1% | -3% | 5% | -2.8% | -6% | -2% | 0.5% | 27%
Cc1ccc(S(=O)(=O)n2nc(C)c(Br)c2C)c(C)c1C | 15% | -0.9% | -7% | 7% | -2.4% | -1% | -6% | -4.3% | -1%
O=C(CN(CCCN1CCOCC1)C(=O)Cn1nnc(-c2ccc(F)cc2)n1)NC1CCCCC1 | -2% | -0.6% | -8% | 6% | -2.1% | -1% | 1% | 1.9% | 1%
Cn1ccnc1SCC(=O)c1ccc(O)cc1 | 15% | 0.1% | -4% | 11% | · | -3% | -12% | -1.8% | 7%
O=C(Cc1ccc(Cl)c(Cl)c1)Nc1ccc(SC(F)F)cc1 | 2% | 3.6% | -2% | 5% | -6.2% | · | ? | 0.8% | 2%
Cc1cc(OC(=O)Cc2cccc3ccccc23)c([N+](=O)[O-])c(=O)[nH]1 | 5% | 1.3% | -2% | 8% | -2.9% | 4% | -3% | -0.9% | -4%
CCOc1ccc(NC(=O)COc2ccc(C(=O)NC3CCCc4ccccc43)cc2OC)cc1 (stereo not drawn) | -4% | 2.7% | -2% | 3% | -2.7% | -8% | 10% | 0.1% | 2%
O=C(N/N=C/c1ccc(C(F)(F)F)cc1)c1ccncc1 | 6% | 1.3% | -6% | 16% | · | -10% | 10% | -1.3% | 5%
Cc1cc2cc(CNC(=O)COc3ccccc3)ccc2n1C | 14% | -0.5% | -2% | 16% | · | ? | 1% | -1.5% | 15%
CC(=O)c1c(C)[nH]c(C(=O)OCn2nnc3ccccc3c2=O)c1C | 9% | 8.1% | 1% | 9% | 0.2% | -9% | -4% | 0.6% | 0%
O=C(COC(=O)c1ccc(F)cc1)NCCc1ccc(F)cc1 | 4% | 0.7% | -5% | 1% | -7.5% | -9% | 9% | -0.2% | -2%
CC(C)[C@H](NC(=O)c1cccc(S(=O)(=O)N2CCCC2)c1)c1nc2ccccc2[nH]1 | 9% | -1.2% | -4% | 5% | -20% | 2% | -6% | 18% | 4%
COc1cc(OC)c(S(=O)(=O)NCc2cccnc2)cc1NC(C)=O | 6% | 0.2% | 3% | -6% | -2.6% | -2% | -7% | -0.3% | -1%
CC1(C)OC(=O)C(=NNc2ccccc2)C(=O)O1 | 1% | 0.2% | -2% | 15% | -8.1% | -1% | -5% | 1.3% | -4%
CCOP(=O)(OCC)c1nc(-c2ccc(OC)cc2)oc1N1CCOCC1 | 1% | 2.3% | -16% | 28% | · | 2% | -2% | -0.7% | 1%
Cc1cccc(C(=O)C2CCN(S(=O)(=O)c3cccc(C(=O)O)c3)CC2)c1 | 2% | · | -16% | · | · | 1% | 8% | 2.2% | -4%
CSCCC(NS(=O)(=O)c1ccc(Cl)cc1)C(=O)OCC(=O)NC12CC3CC(CC(C3)C1)C2 (stereo not drawn) | 7% | 10% | 3% | 2% | -1.4% | 3% | -1% | -2.0% | 0%
O=C1COc2ccc(C(=O)COC(=O)CCSc3ccccc3)cc2N1 | -6% | 0.4% | 0% | -5% | · | -1% | 16% | 1.0% | 2%
CN(CC(=O)Nc1ccccc1Sc1ccccc1)C1CCCCC1 | 9% | 14% | -2% | 8% | -1.1% | -1% | 6% | 1.6% | 7%
CCOC(=O)N1CCN(c2c(NCCCN(CC)Cc3ccccc3)c(=O)c2=O)CC1 | 2% | · | 1% | 7% | -5.8% | 0% | 1% | -1.5% | -5%
CCc1cc(C(=O)c2ccc(OC)cc2)c(NC(=O)COCC(=O)O)s1 | 7% | 1.7% | -2% | 6% | · | 0% | 10% | 2.6% | -1%
Cc1ccc(NC(=O)N(CCCN2CCOCC2)Cc2cc3cc4c(cc3[nH]c2=O)OCO4)cc1 | 7% | 0.6% | 10% | -8% | -3.6% | -2% | -1% | 0.4% | -2%
COc1ccc(Cc2nnc(NC(=O)Nc3ccc(F)cc3)s2)cc1OC | 1% | 4.4% | 7% | 3% | · | 2% | -7% | 0.2% | 2%
COc1ccc(NS(=O)(=O)c2ccc(NC(=S)NCC3CCCO3)cc2)cc1 (stereo not drawn) | 3% | 4.3% | -2% | 4% | · | -6% | -5% | 1.0% | 3%
Cc1ccc(N(C)S(=O)(=O)c2cc(-c3cnc(C4CC4)o3)ccc2C)cc1 | 6% | 11% | 6% | 2% | · | -6% | -9% | 0.3% | -4%
COc1ccc(NC(=O)CSc2nncn2N)c(OC)c1 | 5% | 0.2% | -4% | 4% | · | 3% | 0% | -0.5% | 7%
COc1cccc(Nc2nc(N)nc(-c3oc4ccccc4c3C)n2)c1 | 6% | -4.2% | 8% | 18% | -0.4% | -4% | 21% | 0.2% | 2%
Cc1cc(Oc2ccc(-c3nnc(-c4ccccc4)o3)cc2[N+](=O)[O-])ccc1Cl | 10% | 3.0% | -6% | 15% | -3.3% | -1% | 5% | 1.0% | 11%
CC(C)(C)c1nnc2sc(SCC(=O)c3ccccc3)nn2c1=O | 2% | -0.8% | 5% | 3% | -6.7% | 8% | -17% | 1.0% | -3%
COc1ccccc1C(=O)NCc1ccccn1 | 0% | 1.1% | 1% | 7% | -4.3% | -11% | 22% | -1.0% | 2%
CC(=O)N1CCCN(C(=O)c2ccc3nc(Cc4cccc(Cl)c4)oc3c2)CC1 | 6% | 3.7% | -6% | -1% | · | -1% | 6% | -1.4% | 0%
COc1ccc(C(=O)NC(=S)Nc2ccc3oc(=O)ccc3c2)cc1 | -2% | 2.3% | -4% | -6% | -7.3% | 0% | 25% | -1.2% | 4%
CSCC[C@H](NC(=O)[C@@H]1Cc2ccccc2CN1)C(=O)Nc1ccc2c(c1)OCCO2 | 10% | -0.3% | -10% | 23% | · | -10% | 0% | -0.7% | 3%
NS(=O)(=O)c1ccc(NC(CNS(=O)(=O)c2ccccc2)c2ccccc2)cc1 (stereo not drawn) | -5% | 1.5% | -5% | 4% | -8.2% | -2% | 20% | -0.8% | -8%
COc1ccc(OC)c(NC(=O)COC(=O)COc2c(Cl)cc(Cl)c3ccc(C)nc23)c1 | 15% | 2.4% | · | -4% | · | 1% | · | · | ·
CS/C(=N\S(=O)(=O)c1cccs1)Nc1ccc(F)c(Cl)c1 | -4% | 5.6% | -3% | 4% | -5.0% | 1% | 14% | -1.7% | 2%
CSC(=NNC(=O)c1ccc(O)cc1)SC | 7% | 0.3% | -5% | -2% | -3.6% | -8% | -5% | -2.5% | -3%
COc1ccc(NC(=O)N2c3ccccc3CC2C)cc1OC (stereo not drawn) | 5% | -0.4% | -6% | 5% | -2.5% | 6% | 0% | -2.0% | 2% | NS5 inhibitors pilot replicate=-4.6
CCOC(=O)N1CCN(c2nc(-c3ccccc3)c3cc(C)ccc3n2)CC1 | -1% | 14% | -1% | 6% | · | -3% | 16% | 0.5% | 3%

Retrieved one by one from above, 4 records:
SMILES | MgcRacGAP inhibition | RSV CPE inhibition | LYP inhibition | Large T inhibition | XIAP antagonists | NS5 inhibitors | AID2073 | HIV fusion peptide | SIAH1 antagonists | others
COc1ccccc1C(=O)NCc1ccccn1 | 0% | 1.1% | 1% | 7% | -4.3% | -11% | 22% | -1.0% | 2%
COc1ccc(NC(=O)N2c3ccccc3CC2C)cc1OC (stereo not drawn) | 5% | -0.4% | -6% | 5% | -2.5% | 6% | 0% | -2.0% | 2% | NS5 inhibitors pilot replicate=-4.6
COc1cccc(Nc2nc(N)nc(-c3oc4ccccc4c3C)n2)c1 | 6% | -4.2% | 8% | 18% | -0.4% | -4% | 21% | 0.2% | 2%
NS(=O)(=O)c1ccc(NC(CNS(=O)(=O)c2ccccc2)c2ccccc2)cc1 (stereo not drawn) | -5% | 1.5% | -5% | 4% | -8.2% | -2% | 20% | -0.8% | -8%

(list continues)
SMILES | MgcRacGAP inhibition | RSV CPE inhibition | LYP inhibition | Large T inhibition | XIAP antagonists | NS5 inhibitors | AID2073 | HIV fusion peptide | SIAH1 antagonists | others
Clc1ccc(-c2cn3cccnc3n2)cc1 | 4% | 2.1% | -28% | -2% | 0.4% | -3% | 26% | -2.2% | 11%
COc1cccc(NC(=O)c2c(C)cc(C)cc2CC(C)(C)C(=O)O)c1 | 7% | 1.5% | -9% | 3% | · | -6% | 8% | -0.4% | 1%
COCC1CCN(Cc2cn(-c3ccccc3F)nc2-c2cc(C)sc2C)CC1 | 10% | -0.3% | -5% | -12% | 3.1% | -3% | -5% | 1.1% | 0%
CCN(C(=O)CSc1nnc(-c2ccncc2)n1-c1ccccc1)C1CCS(=O)(=O)C1 (stereo not drawn) | 5% | -0.2% | -6% | 17% | -4.1% | -1% | -8% | -0.2% | 2%
Cc1cccc2cc(C(c3nnnn3C(C)(C)C)N(Cc3ccco3)CC3CCCO3)c(=O)[nH]c12 (stereo not drawn) | 7% | -0.3% | -3% | 7% | -2.2% | 11% | 10% | 0.0% | 2% | NS5 inhibitors pilot replicate=1.5
O=C(C1CCCN(Cc2cccc(F)c2)C1)N1CCCCC1 (stereo not drawn) | 31% | 2.1% | -7% | -3% | -4.9% | 0% | -2% | 1.6% | 1% | NS5 inhibitors pilot replicate=2.1
COC(=O)C1=CN(c2cccc(Cl)c2)C=C(C(=O)OC)C1c1cccc(OC)c1 | 6% | ? | -2% | 26% | · | -7% | 9% | -0.4% | 8%
Cc1cc(-n2c(C)cc(C(=O)CSc3nnnn3-c3ccc(Cl)cc3)c2C)no1 | 11% | 4.5% | -3% | -1% | -4.9% | -7% | -12% | 16% | 5%
COC(=O)[C@@]12CCCCN1[C@H](c1ccc(-c3ccc4c(c3)OCO4)c(OC)c1)[C@@H]1C(=O)N(C)C(=O)[C@@H]12 | -6% | 4.3% | · | -1% | · | 6% | · | · | ·
